Assay outcomes: PubChem, National Center for Advancing Translational Sciences (NCATS)
AID inhibitor: inhibitors of human activation induced cytidine deaminase; AID deamination FRET fluorescence, UDG-coupled, 4 h; Potency, µM (doses to about 115 µM), inactives show at the highest dose activity change, negative = inhibition, most hits filed as inhibitors; 91,000 compounds, 0.32% hits; AID 1347428; also: nearly all actives have a fitted effect of over 25% in size
Target sequence (Q9GZX7 whole entry, looked up): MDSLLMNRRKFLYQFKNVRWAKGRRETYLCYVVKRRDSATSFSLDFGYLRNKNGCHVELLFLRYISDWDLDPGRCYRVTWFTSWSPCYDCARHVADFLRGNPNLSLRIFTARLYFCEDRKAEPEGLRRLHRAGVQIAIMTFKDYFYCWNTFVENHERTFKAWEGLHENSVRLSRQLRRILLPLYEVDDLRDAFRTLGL
UDG counterscr: blocks uracil-DNA glycosylase in AID counter-screen | FRET deamination/UDG coupled assay, UDG read, 4 h | 91,000 compounds, 0.14% hits | Potency, µM (titrated, usually from 115 µM), inactives show at the highest dose activity change, negative = inhibition, most hits filed as inhibitors; also: nearly all actives have a fitted effect of over 65% in size
Starred values were filed as active, the others as inactive; [ ] = remark or other dose. Calls follow the shape of the dose curve; as a rule, active = well fitted curve in the direction sought with a large enough effect; inconclusive = small, poorly fitted or top-dose-only effect, or another doubt; inactive = no such curve, though single readings can be large; an effect the other way counts as inactive or inconclusive. % is scaled to controls: 0 for no effect and ±100 for the full control effect; potency is read from the fitted curve at half-maximal effect. A portion of the library (hit frequency here may not be typical).

What do the screens show for `CC(C)(C)C(=O)NC1CCCc2ccccc21` (configuration not stated)?
AID inhibitor: 4.6%; UDG counterscr: 4.2%

Results for CCC(=O)N(CCC1(CCC(C)C)CCOC(C)(C)C1)Cc1ccccc1 (configuration not stated) ?
AID inhibitor: -22.4%; UDG counterscr: -6.9%

How did Cc1ccc(C(=O)N/C(=C\c2ccc(-c3ccc(Cl)cc3Cl)o2)C(=O)NC(C)(C)C)cc1 do in these assays?
AID inhibitor: -22.0%; UDG counterscr: -10.6%

How did CC(C)(C)C(=O)NC(Nc1ccccc1)C(Cl)(Cl)Cl (configuration not stated) do in these assays?
AID inhibitor: -5.6%; UDG counterscr: -6.1%

Results for CCOCCOc1nc2c(c(=O)n(C)c(=O)n2C)n1Cc1ccccc1 ?
AID inhibitor: -8.5%; UDG counterscr: 4.5%

Results for CC(C)c1ccc(NC(=O)CCS(=O)(=O)c2ccc(Br)s2)cc1 ?
AID inhibitor: 14.8%; UDG counterscr: inconclusive

How did CN(C(=O)CSc1nnc(-c2ccccc2F)o1)C1CCCCC1 do in these assays?
AID inhibitor: 4.8%; UDG counterscr: 37.3%[activator]

Results for CC1(C)CC(=O)C2=C(C1)NC(Nc1nc3ccccc3o1)=NC2c1ccc(F)cc1 (configuration not stated) ?
AID inhibitor: -0.3%; UDG counterscr: -5.6%

What do the screens show for `CC(=O)c1ccc(N2CCN(S(=O)(=O)c3ccc(-c4cnc(C5CC5)o4)cc3)CC2)cc1`?
AID inhibitor: 7.6%; UDG counterscr: 2.6%

Results for COc1ccc2c(c1)c(=O)c(S(=O)(=O)c1ccccc1)cn2CC(=O)Nc1ccc(C)c(Cl)c1 ?
AID inhibitor: -7.0%; UDG counterscr: 5.0%

What do the screens show for `CC(C)(C)C(=O)NCC(O)COc1ccc(C(F)(F)F)cc1` (configuration not stated)?
AID inhibitor: -1.5%; UDG counterscr: -7.2%

Results for COc1cc(NC(=O)Cn2c(=O)n(CC(=O)NCCc3ccc(OC)c(OC)c3)c(=O)c3sccc32)cc(OC)c1 ?
AID inhibitor: 1.8%; UDG counterscr: -7.2%

Results for CSc1cccc(NC(=O)c2sccc2C)c1 ?
AID inhibitor: -4.4%; UDG counterscr: 0.2%

What do the screens show for `COc1ccc(NC(=O)c2c(NC(=O)COc3ccccc3)sc3c2CCC(C)C3)cc1` (configuration not stated)?
AID inhibitor: 3.6%; UDG counterscr: -6.1%

Results for COc1cc(C(=O)Nc2ccc3[nH]c(=O)sc3c2)cc(OC)c1OC ?
AID inhibitor: 54.5%[activator]; UDG counterscr: -1.6%

How did Cc1ccc(NC(=O)N2CC3CCCN3c3ccccc32)cc1Cl (configuration not stated) do in these assays?
AID inhibitor: -13.6%; UDG counterscr: -5.6%

What do the screens show for `Cc1cccc(N2CCN(C(=O)c3cc4c(=O)n(C)c5ccccc5c4s3)CC2)c1C`?
AID inhibitor: -0.8%; UDG counterscr: -4.3%

How did CC(NC(=O)C1CCCc2ccccc21)c1ccc(Br)cc1 (configuration not stated) do in these assays?
AID inhibitor: -13.5%; UDG counterscr: -6.3%

How did CCOC(=O)c1c(-c2ccc(C)cc2)csc1NC(=O)c1cc(=O)c2ccc(C)cc2o1 do in these assays?
AID inhibitor: -6.6%[57.5 µM]; UDG counterscr: -17.4%[57.5 µM]

Results for Cc1ccc2nc(-c3ccc(N4CCOCC4)cc3)c(Nc3ccccc3C)n2c1 ?
AID inhibitor: inconclusive; UDG counterscr: -21.5%

What do the screens show for `Cc1c(C(=O)OCC(=O)NCC2CCCO2)sc2cccc(F)c12` (configuration not stated)?
AID inhibitor: -1.1%; UDG counterscr: -2.5%

What do the screens show for `O=C(Nc1ccccc1NS(=O)(=O)c1cccs1)c1ccc([N+](=O)[O-])cc1`?
AID inhibitor: -1.3%; UDG counterscr: 0.4%

Results for CCc1ccc2c(-c3cccc(Cl)c3)nc(=O)n(CC)c2n1 ?
AID inhibitor: -18.5%; UDG counterscr: -7.7%

Results for CCCc1nc2c(-c3ccc(Cl)cc3)c(C)[nH]n2c(=O)c1Cl ?
AID inhibitor: -12.0%; UDG counterscr: -0.7%

How did Cc1cc(SCC(=O)Nc2nsc(-c3ccc(C(C)(C)C)cc3)n2)nc2ccccc12 do in these assays?
AID inhibitor: inconclusive; UDG counterscr: -9.3%

What do the screens show for `Cc1ccc(-c2cc(NC(=O)C(C)C)c(=O)n(CC(=O)Nc3cccc(C(F)(F)F)c3)n2)cc1`?
AID inhibitor: -11.5%; UDG counterscr: -8.4%

Results for CCn1c(-c2ccc(O)c(OC)c2)nc2c1c(=O)[nH]c(=O)n2Cc1ccccc1 ?
AID inhibitor: 0.1%; UDG counterscr: 1.1%

How did COc1ccc(NC(=O)c2cc3c(C)nn(-c4ccccc4)c3s2)c(OC)c1 do in these assays?
AID inhibitor: 1.0%; UDG counterscr: -8.9%

How did CCCCCn1c(C(C)NC(=O)c2ccccc2)nc2ccccc21 (configuration not stated) do in these assays?
AID inhibitor: inconclusive; UDG counterscr: -10.0%

How did O=[N+]([O-])C=C(c1ccccc1)c1ccccc1 do in these assays?
AID inhibitor: -24.1%; UDG counterscr: -16.5%

Results for COc1ccc(S(=O)(=O)Oc2ccc3c(c2)O/C(=C\c2cccc(OC)c2)C3=O)cc1 ?
AID inhibitor: -15.9%; UDG counterscr: -10.2%

Results for CC(=O)c1cccc(OC(=O)c2ccc3c(c2)CCCC3)c1 ?
AID inhibitor: -5.1%; UDG counterscr: 2.2%

What do the screens show for `CCOc1ccccc1NC(=O)c1cc2c(=O)n(Cc3cccnc3)ccc2nc1C`?
AID inhibitor: 4.1%; UDG counterscr: -5.0%

How did Cc1sc2c(c1C)c(=O)n(CCc1ccccc1)c(=O)n2Cc1ccccc1Cl do in these assays?
AID inhibitor: 9.2%; UDG counterscr: -23.7%

How did CCCCN(Cc1ccccc1)C(=O)c1cc2c(=O)n3ccccc3nc2n1C do in these assays?
AID inhibitor: inconclusive; UDG counterscr: 0.1%

How did Cc1cc(C)cc(N2CCn3c2nc2c3c(=O)n(Cc3c(F)cccc3Cl)c(=O)n2C)c1 do in these assays?
AID inhibitor: -12.3%; UDG counterscr: -2.8%

Results for Cc1c(Cl)cccc1NC(=O)CCn1cnnn1 ?
AID inhibitor: 21.0%; UDG counterscr: 5.2%

How did Cc1ccc(NC(=O)CCCn2c(=O)c3cccn3c3ccccc32)cc1C do in these assays?
AID inhibitor: 6.4%; UDG counterscr: 4.7%[57.5 µM]

How did Cc1cccc(NC(=O)NCc2nc(-c3cccc(C)c3)no2)c1 do in these assays?
AID inhibitor: -5.2%; UDG counterscr: -3.1%

How did CC(=O)c1cccc(NC(=O)Cc2c(C)[nH]n(-c3nc(-c4ccc(Cl)cc4)cs3)c2=O)c1 do in these assays?
AID inhibitor: -2.2%; UDG counterscr: -3.3%

Results for CCc1ccc2oc(C(=O)Nc3c(C)cccc3C)cc(=O)c2c1 ?
AID inhibitor: -1.3%; UDG counterscr: -0.4%

What do the screens show for `CC(C)n1c(SCCCc2ccccc2)nc2c1c(=O)[nH]c(=O)n2C`?
AID inhibitor: 6.0%; UDG counterscr: 5.4%

How did Cc1cccc(NC(=O)C(=O)NCCc2sc(-c3ccccc3)nc2C)c1C do in these assays?
AID inhibitor: -1.5%; UDG counterscr: -7.6%

What do the screens show for `CCN(CC#N)CC(=O)NC1(C#N)CCCC1`?
AID inhibitor: -2.1%; UDG counterscr: -9.0%

Results for CCN(C(=O)Cc1nc(-c2cccs2)oc1C)c1ccc(F)cc1 ?
AID inhibitor: -0.7%; UDG counterscr: -0.8%

Results for Cc1cc(Br)c(NC(=O)C(C)C)cc1C ?
AID inhibitor: -5.3%; UDG counterscr: 4.4%

How did Cn1c(=O)c2nc(SCC(=O)O)n(CCc3ccccc3)c2n(C)c1=O do in these assays?
AID inhibitor: 7.0%; UDG counterscr: 2.7%

How did O=C(Nc1cccc(-c2cn3cccnc3n2)c1)c1cc(Br)ccc1Cl do in these assays?
AID inhibitor: 16.2%; UDG counterscr: -5.8%

What do the screens show for `CC1CCCCN1C(=O)CN1CCSc2ccccc21` (configuration not stated)?
AID inhibitor: 1.7%; UDG counterscr: 13.0%

How did O=C(c1ccco1)n1nc(-c2ccc(Cl)cc2)nc1NCc1ccccc1 do in these assays?
AID inhibitor: -28.7%; UDG counterscr: -7.3%

Results for CCNC(=O)COc1ccc(NC(=O)c2ccc3c(c2)NC(=O)CS3)cc1 ?
AID inhibitor: 14.7%; UDG counterscr: -8.2%

Results for CC(C)Sc1ncc(Cl)c(C(=O)N(Cc2ccc(F)cc2)C2CCS(=O)(=O)C2)n1 (configuration not stated) ?
AID inhibitor: inconclusive; UDG counterscr: inconclusive

How did Cc1ccc(-n2ncc3c(NC4CCCCCC4)ncnc32)cc1C do in these assays?
AID inhibitor: inconclusive; UDG counterscr: -4.8%

Results for COC(=O)CCNC(=O)C(c1ccccc1)c1ccccc1 ?
AID inhibitor: -10.6%; UDG counterscr: -8.1%

Results for COc1ccc(-c2nc3sc(CCNS(=O)(=O)c4c(C)cc(C)cc4C)c(C)n3n2)cc1 ?
AID inhibitor: 13.6%; UDG counterscr: -1.4%

Results for O=C1CSC2(C(=O)N(Cc3cccc(C(F)(F)F)c3)c3ccccc32)N1c1ccc(F)c(F)c1 (configuration not stated) ?
AID inhibitor: 29.9%; UDG counterscr: -13.5%

How did CC(C)(C)C(=O)COC(=O)c1ccccc1SCC1CCCO1 (configuration not stated) do in these assays?
AID inhibitor: 6.7%; UDG counterscr: 5.3%

Results for CCOC(=O)c1cnc2c(Cl)cccc2c1NCCN1CCOCC1 ?
AID inhibitor: 19.2%; UDG counterscr: -1.8%

Results for O=C(Cc1noc(C(=O)NCc2ccccn2)n1)Nc1cccc2ncccc12 ?
AID inhibitor: 39.8%[activator]; UDG counterscr: 13.2%

What do the screens show for `N#Cc1ccc(CCC(=O)Nc2ccc3ccccc3n2)cc1`?
AID inhibitor: -3.6%; UDG counterscr: -9.2%

Results for Cc1n[nH]c(C)c1CCc1nc2c3ccccc3nc(SCC(=O)Nc3ccc(F)cc3)n2n1 ?
AID inhibitor: -16.9%; UDG counterscr: -4.9%

How did COc1cccc(CNC(=O)CN2C(=O)COc3ccc(S(=O)(=O)N4CCCCCC4)cc32)c1 do in these assays?
AID inhibitor: -21.3%; UDG counterscr: 1.9%

How did CCOc1ccc(/C(=N/O)C(C)NO)cc1 (configuration not stated) do in these assays?
AID inhibitor: 2.9%; UDG counterscr: -1.1%

How did CCC(=O)Nc1ccc2nc(SCCOc3ccc(C)cc3OC)sc2c1 do in these assays?
AID inhibitor: 6.6%; UDG counterscr: 24.2%

How did CCN(CC)CCN(CC(C)C)C(=O)c1sccc1C do in these assays?
AID inhibitor: -0.2%; UDG counterscr: 2.0%

What do the screens show for `Cc1ccc(-c2nc(CCNC(=O)c3ccc(C)c(C)c3)cs2)cc1`?
AID inhibitor: inconclusive; UDG counterscr: -15.5%[57.5 µM]

How did Cc1ccccc1C(=O)n1nc(-c2cccnc2)nc1NCc1ccccc1 do in these assays?
AID inhibitor: 12.3%; UDG counterscr: 4.6%

How did Cc1ccc(OCCSc2nc(-c3cccs3)nc3cc(=O)[nH]n23)cc1Cl do in these assays?
AID inhibitor: -22.6%; UDG counterscr: -3.5%

What do the screens show for `Cn1c(=O)c(=O)n(C)c2cc(S(=O)(=O)N3CCCC3C(=O)Nc3ccccc3F)ccc21` (configuration not stated)?
AID inhibitor: -11.9%; UDG counterscr: -7.7%[57.5 µM]

How did N#Cc1ccsc1NC(=O)c1ccccc1Cc1ccccc1 do in these assays?
AID inhibitor: 27.5%; UDG counterscr: -5.5%

Not a retest: an excerpt of the list.
What do the screens show for `Cn1c(=O)c(=O)n(C)c2cc(S(=O)(=O)N3CCCC3C(=O)Nc3ccccc3F)ccc21` (configuration not stated)?
AID inhibitor: -11.9%; UDG counterscr: -7.7%[57.5 µM]

How did N#Cc1ccsc1NC(=O)c1ccccc1Cc1ccccc1 do in these assays?
AID inhibitor: 27.5%; UDG counterscr: -5.5%

The results go on.
What do the screens show for `O=S(=O)(Cc1ccccc1)C(Cl)(Cl)C(F)(F)C(F)(F)C(F)(F)C(F)F`?
AID inhibitor: -21.4%; UDG counterscr: -7.5%

Results for Cc1nn(C)c(C)c1S(=O)(=O)N(CC(=O)Nc1ccc(F)cc1F)c1ccc(C(C)C)cc1 ?
AID inhibitor: 11.1%; UDG counterscr: 35.4%[activator]

How did COc1ccccc1CCNC(=O)C(=O)NCC(c1cccnc1)N1CCN(c2ccccc2)CC1 (configuration not stated) do in these assays?
AID inhibitor: -21.7%; UDG counterscr: 8.1%

Results for COC(=O)c1ccc(CSc2nc3c([nH]c4ccccc43)c(=O)n2-c2cccc(Cl)c2)o1 ?
AID inhibitor: inconclusive; UDG counterscr: -13.4%

Results for COc1ccccc1CNC(=O)CN1C(=O)c2cccnc2Oc2ccccc21 ?
AID inhibitor: 5.1%; UDG counterscr: -6.0%

Results for Cc1ccc(NC(=O)CSc2nnc(Cc3ccccc3)o2)cc1Cl ?
AID inhibitor: -6.5%; UDG counterscr: inconclusive

Results for Cc1ccc(C)c(NC(=O)c2nc(S(C)(=O)=O)ncc2N(Cc2ccc(C(C)(C)C)cc2)Cc2ccco2)c1 ?
AID inhibitor: inconclusive; UDG counterscr: -7.7%

How did CC(C)C[C@H](NC(=O)[C@@H](O)[C@H](N)Cc1ccccc1)C(=O)O do in these assays?
AID inhibitor: -3.0%; UDG counterscr: 2.2%

3 structures from above, ordered by SMILES length, lowest first.
How did CC(C)C[C@H](NC(=O)[C@@H](O)[C@H](N)Cc1ccccc1)C(=O)O do in these assays?
AID inhibitor: -3.0%; UDG counterscr: 2.2%

Results for COC(=O)c1ccc(CSc2nc3c([nH]c4ccccc43)c(=O)n2-c2cccc(Cl)c2)o1 ?
AID inhibitor: inconclusive; UDG counterscr: -13.4%

Results for Cc1nn(C)c(C)c1S(=O)(=O)N(CC(=O)Nc1ccc(F)cc1F)c1ccc(C(C)C)cc1 ?
AID inhibitor: 11.1%; UDG counterscr: 35.4%[activator]
